# BLM helicase inh – qHTS Assay for Inhibitors of Bloom's syndrome helicase (BLM) | actives 0.2% (n = 350,000) | RecQ-like DNA helicase BLM (Homo sapiens), P54132 | Potency, µM (series often up to 56.1 µM), without a hit: at the highest dose activity change, negative = inhibition, most hits filed as inhibitors | recombinant BLM DNA unwinding, fluorescence dequenching;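 also: plate controls were vehicle for no effect and no enzyme for full effect; nearly all actives have a fitted effect of over 35% in size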
# APEX1 inh – qHTS Assay for Inhibitors of the Human Apurinic/apyrimidinic Endonuclease 1 (APE1); DNA repair nuclease/redox regulator APEX1 (Homo sapiens), P27695; recombinant APE1, TAMRA/BHQ-2 abasic DNA cleavage fluorescence; Potency, µM (highest dose often 65.8 µM), inactives show top-dose activity change, negative = inhibition, actives largely listed as inhibitors; actives 0.35% (n = 350,000); AID 2517, 2012;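 also: plate controls were vehicle for no effect and reference inhibitor for full effect; nearly all actives have a fitted effect of over 55% in size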
# Target sequence (P27695 whole entry, looked up): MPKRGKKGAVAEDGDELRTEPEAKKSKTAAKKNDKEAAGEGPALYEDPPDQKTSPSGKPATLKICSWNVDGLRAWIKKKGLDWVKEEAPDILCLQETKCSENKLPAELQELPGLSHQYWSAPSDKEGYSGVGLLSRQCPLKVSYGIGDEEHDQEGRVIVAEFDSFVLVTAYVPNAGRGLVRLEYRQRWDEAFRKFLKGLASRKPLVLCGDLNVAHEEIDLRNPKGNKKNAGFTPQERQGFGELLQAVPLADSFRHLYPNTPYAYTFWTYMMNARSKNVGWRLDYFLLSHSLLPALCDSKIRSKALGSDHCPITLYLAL
#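 Quantitative HTS: incision of a TAMRA/BHQ-2 double-stranded substrate bearing a tetrahydrofuran abasic site by 0.75 nM APE1 raises fluorescence. Substrate 50 nM final, added after 15 min compound preincubation at room temperature; progress as third-minus-first kinetic read difference.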
# 12-LOX inh – Primary qHTS assay for inhibitors of human arachidonate 12S-lipoxygenase (ALOX12): Round 2; purified 12hLO, xylenol orange hydroperoxide absorbance; actives 1.1% (n = 580,000); Polyunsaturated fatty acid lipoxygenase ALOX12 (Homo sapiens), P18054; AID 1671190, 2021; Potency, µM (doses to about 108 µM), for the others: at the highest dose activity change, negative = inhibition, actives largely listed as inhibitors
#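 Purified human 12hLO (150 nM final) in 25 mM Hepes, 0.01% Triton X-100, pH 7.0 was preincubated 15 min at room temperature with compound. Then 40 uM arachidonic acid was added, 30 min. Hydroperoxide was read by Fe-XO absorbance ratio 573/405 nm.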
# An asterisk follows results filed as active; ? = inconclusive; · = no result given; & = joins results of further samples; [ ] = dose if it differs, or a comment. Calls follow the shape of the dose curve; as a rule, active = well fitted curve in the direction sought with a large enough effect; inconclusive = small, poorly fitted or top-dose-only effect, or another doubt; inactive = no such curve, though single readings can be large; an effect the other way counts as inactive or inconclusive. Unless noted, % is scaled to controls: 0 for no effect and ±100 for the full control effect; potency is read from the fitted curve at half-maximal effect.
SMILES,BLM helicase inh,APEX1 inh,12-LOX inh
CCc1cccc2c(C(=O)CSc3n[nH]c(C(C)C)n3)c[nH]c12,·,·,4.1%
Cc1cc(C)n(-c2nc(-c3ccccc3)cc(=O)n2CC(=O)Nc2cccc(C)c2C)n1,·,·,-3.9%
Cc1noc([C@@H](C)NC(=O)c2ccc(Cl)cc2)c1C(=O)O,·,·,-3.2%[176 µM]
CN(CC1COCCO1)C(=O)c1cnn(-c2nccc(-c3ccccc3C(F)(F)F)n2)c1C1CC1 (stereo not drawn),·,·,0.0%
COc1ccc(CCNC(=O)CN2C(=O)C(c3ccccc3)=NC23CCCC3)cc1OC,·,·,56.8%[activator]
N#Cc1ccc(S(=O)(=O)N2CCCCC2c2cc(C(=O)N3CCOCC3)no2)cc1 (stereo not drawn),·,·,-3.6%
NC(=O)CNC(=O)C1=C[C@@H](NC(=O)c2cccs2)[C@@H](O)[C@H](O)C1,·,·,42.8%[176 µM]
Cc1ccsc1C(=O)N1CCC2(CC1)N(c1ccccc1)C(=O)CS2(=O)=O,·,·,34.9%[activator]
COc1ccc(-c2noc([C@@H]3CCCN3C(=O)c3ccc(Cl)cc3OC)n2)cc1,·,·,-4.4%
CC1(c2ccccc2)N(Cc2ccccc2)C(=O)OC12CCN(c1cccnc1)CC2 (stereo not drawn),·,·,66.2%[activator][176 µM]
Nc1nc2c(ncn2[C@@H]2O[C@H](CNC(=O)[C@H](N)Cc3cncn3COCc3ccccc3)[C@@H](O)[C@H]2O)c(=O)[nH]1,·,·,14.4%
Cc1ccc(C(=O)NC2CCN(c3cc(C(F)(F)F)nc(C)n3)CC2)cc1,·,·,22.4%
Cc1ccccc1C(=O)N1CCC2(C1)C(=O)N(CCc1ccccc1)c1ccccc12 (stereo not drawn),·,·,69.4%&64.6%[activator]
Cn1cc(CN2C[C@H](C(=O)Nc3ccccc3)C[C@@H]2c2cccc(C(F)(F)F)c2)cn1,·,·,-13.1%[176 µM]
Cc1cc(C)n2c(SCC(=O)N(CCC#N)c3ccc4c(c3)OCCO4)nnc2n1,·,·,-37.9%
CCOc1ccccc1C1NC(=O)N(CC(=O)Nc2c(C)cccc2CC)C2=C1C(=O)OC2 (stereo not drawn),·,·,9.1%
O=C1Cc2c(-c3cccc(N4CCOCC4)c3)n[nH]c2CN1CCOc1ccccc1,·,·,40.7%[activator][176 µM]
COCCN1C(=O)C(CC(=O)NCCCn2cccn2)=C2CCCCC21 (stereo not drawn),·,·,34.8%[activator]
C=CCC(O)(CC=C)CNC(=O)C1CCC(=O)N(CCc2ccccn2)C1 (stereo not drawn),·,·,40.9%[activator]
COc1ccc(C2=Nc3ccccc3N(C(=O)Cc3cc(OC)cc(OC)c3)C2C(=O)NC(C)C)cc1 (stereo not drawn),·,·,-25.9%
Cc1ccc(-c2ccc(CN)cc2)cc1Cl,·,·,14.1%[12.5 µM]
Cc1cc(C)c2c(=O)cc(C(=O)Nc3ccccc3F)oc2c1,·,·,70.3%
COc1ccc(-c2c(C)nn3c2ncc2c(=O)n(-c4ccc(NC(C)=O)cc4)ccc23)cc1,·,·,?
O=C(N[C@H]1CCN2C(=O)c3cc(-c4ccccc4)ccc3NC(=O)[C@H]12)c1cccs1,·,·,-25.9%[176 µM]
CC(=O)NC(Cc1c[nH]c2ccccc12)C(=O)NNC(=O)CSc1nc2ccccc2s1 (stereo not drawn),·,·,-21.6%
CCCC(=O)N1CCC(Oc2cnc3c(ccn3-c3cncnc3)c2)CC1,·,·,?
CCc1[nH]c2c(CNC(=O)c3c(C)cc(C)n(C)c3=O)cc(F)cc2c1C,·,·,0.0%
Cc1cc(C(=O)N2CCOC[C@H](Oc3ccc(S(C)(=O)=O)cc3)C2)no1,·,·,53.4%[activator][176 µM]
COc1cccc(CCN[C@H]2CS(=O)(=O)C[C@@H]2S(=O)(=O)c2ccc(F)c(C)c2)c1,·,·,-6.6%
O=C1NCc2ccccc2CC12CCCN(Cc1c[nH]c3ccccc13)C2 (stereo not drawn),·,·,?
CO[C@H]1C(=O)N(C2CCN(C(=O)Nc3ccccc3F)CC2)[C@H]1c1ccncc1,·,·,4.4%
O=C(NN=C(/C=C/c1ccccc1)/C=C/c1ccccc1)c1cccs1,·,·,7.1%
CCN(CC)S(=O)(=O)c1ccc(Cl)c(C(=O)NC(C)c2cc3ccccc3o2)c1 (stereo not drawn),·,·,3.1%
CC(C)c1cc(NCCC(=O)NC2CCCCC2)n2nccc2n1,·,·,35.7%[activator]
COc1ccc(CNC(=O)COC(=O)c2ccc(OC)c(S(=O)(=O)N3CCCCCC3)c2)cc1,·,·,7.9%
COP(=O)(OC)c1nc(-c2ccc(C(C)(C)C)cc2)oc1NCc1ccco1,·,·,-9.3%
O=C1NCN(Cc2ccc(Cl)cc2)C12CCN(Cc1ccc(C(F)(F)F)cc1)CC2,·,·,?
COc1ccc2nc3n(c(=O)c2c1)-c1ccccc1C(=O)NC3Cc1ccccc1 (stereo not drawn),·,4.1%,?
O=C(O)[C@@H]1C[C@H](CP(=O)(O)O)CCN1,·,?,285.5%[activator]
O=C(NNS(=O)(=O)c1c(F)cc(F)c(Cl)c1F)C12CC3CC(CC(C3)C1)C2,·,-1.7%,-15.6%
Cc1ccc2c(=O)n3c(nc2c1)C(CC(C)C)NC(=O)c1ccc(Cl)cc1-3 (stereo not drawn),·,-6.4%,?
Cc1ccc2c(c1)-n1c(nc3cc(Cl)ccc3c1=O)C(CC(C)C)NC2=O (stereo not drawn),·,17.3%,?
C/C=C(/CC[C@@H](C)[C@H]1CC[C@H]2C3=CC[C@H]4[C@H](C)[C@@H](O)CC[C@]4(C)[C@H]3CC[C@]12C)C(C)C,·,4.2%,18.9%
Cc1ccc(C)c([N+](=O)[O-])c1,·,0.4%,1.1%
COc1ccc2nc3n(c(=O)c2c1)-c1ccc(Cl)cc1C(=O)NC3Cc1ccccc1 (stereo not drawn),·,15.6%,7.6%

# Entries of single compounds, looked up by structure. Screens in order: BLM helicase inh | APEX1 inh | 12-LOX inh
# Entry for CO[C@H]1C(=O)N(C2CCN(C(=O)Nc3ccccc3F)CC2)[C@H]1c1ccncc1 → · | · | 4.4%
# Entry for O=C1NCN(Cc2ccc(Cl)cc2)C12CCN(Cc1ccc(C(F)(F)F)cc1)CC2 → · | · | ?
# Entry for O=C(NN=C(/C=C/c1ccccc1)/C=C/c1ccccc1)c1cccs1 → · | · | 7.1%
# Entry for COc1ccc2nc3n(c(=O)c2c1)-c1ccc(Cl)cc1C(=O)NC3Cc1ccccc1 (stereo not drawn) → · | 15.6% | 7.6%
# Entry for CCN(CC)S(=O)(=O)c1ccc(Cl)c(C(=O)NC(C)c2cc3ccccc3o2)c1 (stereo not drawn) → · | · | 3.1%

# The list goes on:
SMILES,BLM helicase inh,APEX1 inh,12-LOX inh
O=C(O)c1cc(Cl)cc(Cl)c1,·,17.2%,-28.2%
Cc1ccc2c(c1)-n1c(nc3ccccc3c1=O)C(CC(C)C)NC2=O (stereo not drawn),·,3.0%,-13.0%
COc1ccc(C)cc1N,·,10.6%,10.2%
Nc1cc([N+](=O)[O-])ccc1C(=O)O,·,?,?
CCCC(=O)c1cc(O)c(O)cc1O,·,0.891µM*,1.65µM*
O=[N+]([O-])c1c(Cl)cc(Cl)cc1Cl,·,3.9%,-3.1%
c1ccc(C(O[C@H]2CCCN(CCc3ccc4c(c3)OCO4)C2)c2ccccc2)cc1,·,-4.3%,?
Cc1ccc2c(c1)-n1c(nc3cc(F)ccc3c1=O)C(Cc1ccc(O)cc1)NC2=O (stereo not drawn),·,-11.0%,-7.3%
Cc1ccc2c(=O)n3c(nc2c1)C(Cc1ccc(O)cc1)NC(=O)c1ccc(Cl)cc1-3 (stereo not drawn),·,-4.5%,-2.2%
CN(N=O)C(=O)N[C@@H]1[C@@H](O)[C@H](O)[C@@H](CO)O[C@@H]1O,·,13.6%[21 µM],1.1%
C=C1C[C@H](OC(=O)C(C)(O)CCl)C2C(=C)C(=O)O[C@@H]2C2C1C[C@H](O)[C@]2(O)CCl (stereo partly drawn),0.3%,2.8%,-1.5%
COc1cc(C(=O)Oc2ccc3c(OC)c4ccoc4nc3c2OC)cc(OC)c1OC,2.1%,13.7%,-7.6%
CC1=C(C(N)=O)N2C(=O)[C@@H](NC(=O)Cc3ccccc3)C2SC1 (stereo partly drawn),2.4%,5.0%,?
Cc1nc2[nH]c(=O)[nH]c(=O)c2[nH]1,1.5%,2.2%,-2.2%
COC(=O)N1c2ccccc2C23[C@@H]4CN5CCC[C@]6(CCC12C(O)(C6)C4=O)[C@H]53,2.9%,-0.4%,25.3%

# Filtered by structure, the compounds so far with an aryl thioether with sulfur outside any ring.
SMILES,BLM helicase inh,APEX1 inh,12-LOX inh
CCc1cccc2c(C(=O)CSc3n[nH]c(C(C)C)n3)c[nH]c12,·,·,4.1%
Cc1cc(C)n2c(SCC(=O)N(CCC#N)c3ccc4c(c3)OCCO4)nnc2n1,·,·,-37.9%
CC(=O)NC(Cc1c[nH]c2ccccc12)C(=O)NNC(=O)CSc1nc2ccccc2s1 (stereo not drawn),·,·,-21.6%

# The listing continues.
SMILES,BLM helicase inh,APEX1 inh,12-LOX inh
O=C(O)C1CC[C@@](C(=O)O)(c2ccccc2)c2ccccc21 (stereo partly drawn),2.6%,-2.0%,-5.8%
O=c1cc(-c2cc3ccccc3oc2=O)c2ccc(O)cc2o1,-1.7%,2.8%,11.0%
O=c1oc2cc(O)ccc2cc1-c1ccc2c(c1)OCCO2,-2.3%,2.5%,8.3%
COc1cccc2c3c(c(C)nc12)CC(CO)O3 (stereo not drawn),-0.7%,-7.1%,-12.0%
COc1ccc(C2c3[nH]c4ccccc4c3CC3C(=O)N(CCc4ccc(OC)c(OC)c4)CC(=O)N32)cc1 (stereo not drawn),-7.9%,-3.7%,3.1%
COc1cc2c(cc1OC)-c1cc3cc(OC)c(OC)cc3c(=O)n1CC2,-26.6%,?,0.9%
COc1ccc([C@@H]2[C@@H](O)[C@H](O)[C@@H](C)N2C)cc1OC,2.2%,2.0%,69.7%[activator]
O=C(O)c1c(C(=O)O)c2ccccc2[nH]c1=O,-7.8%,-11.5%,?
CN1C(=O)N(C)C2=NNC=NC2(O)C1=O (stereo not drawn),28.2µM*,13.2%,?
Cc1cc(O)c2c(c1O)C(=O)C(O)=C(O)C2=O,-27.9%,6.31µM*,28.2µM*
CCCCCCCCC1OC1CCCCCCCC(=O)O (stereo not drawn),-0.8%,-1.7%,-2.3%
O=C(O)C[C@@H]1NC(=O)[C@H](Cc2ccccc2)NC1=O,0.4%,2.2%,-5.2%

# Bioassay records deposited in PubChem BioAssay by National Center for Advancing Translational Sciences (NCATS).

# The list is partial; count on the stated rates, not on these rows.
